Exocytosis inh = LAMP-1 surface exposure blockers, TALL-104 cells – cell-based, flow cytometry, MLPCN library, primary screen. 360,000 compounds, 0.66% hits. inhibition, % at 10 µM. TALL-104 LAMP-1 surface exposure; cells stimulated with thapsigargin and PMA. AID 651702, 2012;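 active means inhibition above about 55%, limit read from the data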
Glyco luc inh = increase of ERlucT glycosylation luciferase signal, primary screen, N-linked glycosylation inhibitor project, D54 ERlucT cells, luminescence, set 2. D54 ERlucT glycosylation luciferase reporter, 24 h; percent of 100 nM tunicamycin response. reporter increase, % at 12.5 µM. 360,000 compounds, 0.23% hits. AID 588692, 2011;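 active means mean luciferase reporter signal, scaled so untreated is 0 and the glycosylation-blocking control 100, at or above a set limit in every replicate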;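 further: luciferase carries N-glycosylation sites so blocking glycosylation raises the light; 0% = median of neutral control wells and 100% = median of 100 nM tunicamycin wells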
TLR9-MyD88 block = inhibitors of TLR9-MyD88 association in cells, primary screen, cell-based, CHO, BLA complementation, fluorescence | Toll-like receptor 9 (Homo sapiens) + Myeloid differentiation primary response protein … | CCF4 FRET ratio | inhibition, % at 4.98 µM | 340,000 compounds, 0.21% hits;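 active means inhibition above the mean over all tested compounds plus 3 SD, cut at about 21% in these data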;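 further: 0% = DMSO only wells and 100% = clavulanate BLA inhibitor control wells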
NOD2-RIPK2 inh = NOD2-RIPK2 binding disruptors in cells, primary screen, fluorescence, CHO cells, BLA complementation; Receptor-interacting serine/threonine-protein kinase 2 (Homo sapiens), O43353; CCF4 ratio; inhibition, % at 4.98 µM; 360,000 compounds, 0.38% hits; in the data active means inhibition above about 21%;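 further: 0% = vehicle only and 100% = reference blocker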
Target sequence (O43353 whole entry, looked up): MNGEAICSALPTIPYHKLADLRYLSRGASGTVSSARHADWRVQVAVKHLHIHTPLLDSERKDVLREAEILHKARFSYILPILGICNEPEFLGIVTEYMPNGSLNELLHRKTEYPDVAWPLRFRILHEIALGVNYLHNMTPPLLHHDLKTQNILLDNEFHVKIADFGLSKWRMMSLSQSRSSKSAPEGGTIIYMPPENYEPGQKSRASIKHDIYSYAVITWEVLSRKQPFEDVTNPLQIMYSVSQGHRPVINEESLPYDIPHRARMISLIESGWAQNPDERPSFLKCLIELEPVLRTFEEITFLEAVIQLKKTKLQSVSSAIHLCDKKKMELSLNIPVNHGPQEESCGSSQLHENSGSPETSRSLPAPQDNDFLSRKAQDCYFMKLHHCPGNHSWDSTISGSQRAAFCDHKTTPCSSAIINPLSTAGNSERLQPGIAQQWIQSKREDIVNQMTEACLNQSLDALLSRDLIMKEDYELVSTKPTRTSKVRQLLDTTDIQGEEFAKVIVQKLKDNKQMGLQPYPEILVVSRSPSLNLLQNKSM
MC4R barr agon = MC4R agonists recruiting beta-arrestin, primary screen, cell-based, luminescence, agonist arm of biased-ligand search. Melanocortin receptor 4 (Homo sapiens), P32245. U2OS MC4R beta-arrestin complementation; percent of melanotan II response, DMSO zero. activation, % at 8.9 µM. 360,000 compounds, 0.98% hits. AID 540308, 2011;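 active means activation above a per-plate cutoff, the mean activation of sample wells on that plate plus 3 SD, cut at about 8% in these data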
Target sequence (P32245 whole entry, looked up): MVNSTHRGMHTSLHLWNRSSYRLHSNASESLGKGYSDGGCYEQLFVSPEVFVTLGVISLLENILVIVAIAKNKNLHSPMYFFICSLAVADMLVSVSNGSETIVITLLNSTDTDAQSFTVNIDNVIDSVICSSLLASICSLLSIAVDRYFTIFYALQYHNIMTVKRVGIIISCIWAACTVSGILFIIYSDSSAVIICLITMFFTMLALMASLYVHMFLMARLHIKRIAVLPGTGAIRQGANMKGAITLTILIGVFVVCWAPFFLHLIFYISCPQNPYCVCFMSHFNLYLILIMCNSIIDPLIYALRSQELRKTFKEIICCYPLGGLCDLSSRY
ABCB6 inh 2 = ABCB6 transporter inhibitors, primary screen, K562-ABCB6 cells, flow cytometry, MLPCN library | ATP-binding cassette sub-family B member 6 (Homo sapiens), Q9NP58 | K562-ABCB6 porphyrin accumulation, 1 h; active compounds read low | fluorescence ratio to DMSO, % at 10 µM | 360,000 compounds, 0.19% hits | AID 602162, 2011;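 active means fluorescence ratio to DMSO below 75%, the collection mean minus 3 SD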;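 further: signal is porphyrin accumulated inside mitochondria; 100% equals median channel fluorescence of DMSO control wells; lower ratio means ABCB6 inhibition with less porphyrin fluorescence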
ABHD5 PLIN5 PPI = ABHD5-PLIN5 interaction inhibitors, primary screen, cell lysate, split luciferase complementation, luminescence; Perilipin-5 (Homo sapiens) + 1-acylglycerol-3-phosphate O-acyltransferase ABHD5 (Homo …; Split G. princeps luciferase complementation, 4 h; inhibition, % at 4 µM; 360,000 compounds, 0.78% hits;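 active means inhibition above the mean inhibition across every tested compound plus 3 SD, cut at about 22% in these data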;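 further: 0% = DMSO only wells and the 100% control is not disclosed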
MC4R antagonist = MC4R antagonists of cAMP signaling, primary screen, cell-based, TR-FRET, antagonist arm of biased-ligand search; Melanocortin receptor 4 (Homo sapiens), P32245; MC4R-expressing cells, MTII-stimulated cAMP, LANCE TR-FRET; inhibition, % at 6.5 µM; 360,000 compounds, 0.48% hits;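 active means inhibition above its plate's cutoff, the mean of tested wells on that plate plus 3 SD, cut at about 29% in these data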;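 further: 0% = Melanotan II alone and 100% = Melanotan II plus saturating MCL0020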
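Test system: U2OS cells stably expressing human melanocortin 4 receptor (MC4R); also added: Melanotan II challenge; compound: 6.5 µM single dose; timing: 30-min compound preincubation, 1-h Melanotan II challenge, 1-h detection, room temperature; signal: Eu-cAMP/anti-cAMP TR-FRET, emission 671 nm; repeats: one well per compound, no replicates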
aDG glyco up = activators of alpha-DG glycosylation, primary screen, uHTS, Pro5-aDG cells, AlphaScreen; activation, % at 10 µM; alpha-DG glycosylation AlphaScreen (IIH6); 0% Pro5, 100% B10-LARGE cell signal; 360,000 compounds, 0.22% hits; AID 624168, 2012;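 active means activation of at least 8% versus controls, or a plate z-score of at least 8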;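 further: Pro5 are CHO cells carrying HIG-tagged alpha-DG that lacks glycosylation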
Vif imaging = HIV Vif self-association inhibitors, primary screen, imaging, HEK293T, single point; HEK293T cells, Vif self-association by quenched fluorescence, 24 h; inhibition, % at 7.49 µM; 340,000 compounds, 0.35% hits; AID 602346, 2012; in the data active means inhibition above about 50%, passing the limit was not always enough; further: some results filed as inactive read as strong as hits
* marks the source's active call; other numbers are inactive results; x = not tested or not shown; & = joins results of further samples. An excerpt; rates above refer to the full screens.

SMILES | Exocytosis inh | Glyco luc inh | TLR9-MyD88 block | NOD2-RIPK2 inh | MC4R barr agon | ABCB6 inh 2 | ABHD5 PLIN5 PPI | MC4R antagonist | aDG glyco up | Vif imaging
Cc1cc(OCc2cc(C(=O)O)oc2C)c2c3c(c(=O)oc2c1)CCCC3 | 1 | 0 | -2 | 6 | 1.6 | 93 | 3 | 1 | 0.0 | 10
CCOC(=O)CNC(=O)N1Cc2cc(-c3ccccc3)ccc2-n2nncc2C1 | -4 | 2 | x | 6 | x | 96 | -4 | x | 0.3 | 2
COC(=O)C1=CO[C@H](C)[C@H]2CN3CC[C@@]4(C(=O)Nc5ccccc54)[C@@H]3C[C@H]12 | 2 | 2 | -17 | -25 | -0.2 | 101 | -1 | -6 | 2.2 | -5
O=c1[nH]c2ccccc2n1C1CCN(C(c2ccccc2)c2nnnn2Cc2ccccc2)CC1 (configuration not stated) | -4 | -9 | x | -3 | x | 95 | 0 | x | 0.1 | x
O=c1c2ccccc2[se]n1-c1ccccc1 | 82* | 2 | 27* | 10 | -3.1 | 95 | 81* | -1 | 0.0 | -6
COC(=O)N(c1ccccc1)P(=O)(Oc1ccccc1)Oc1ccccc1 | -6 | -2 | 4 | -1 | 0.4 | 95 | 6 | 17 | 0.0 | -6
Cc1cc(/C=C2\C(=O)NC(=O)N(Cc3ccccc3)C2=O)c(C)n1-c1ccc(Cl)c(C(=O)O)c1 | 2 | 2 | -3 | 3 | -1.2 | 101 | -24 | -6 | -0.1 | -2
Cc1ccc(P(=S)(c2ccc(C)o2)N2CCOCC2)o1 | -5 | 3 | -1 | -4 | -2.1 | 104 | -1 | 0 | -0.1 | -1
COc1cc(/C=C2\C(=O)NC(=O)N(c3ccccc3)C2=O)cc(OC)c1OC | 5 | 2 | -1 | -10 | -0.8 | 102 | 18 | 15 | -0.1 | 3
NNC(N)=O | 4 | 2 | -8 | -22 | -0.2 | 101 | -8 | 19 | -0.3 | -3
O=C1NC(=O)N(Cc2ccco2)C(=O)/C1=C\c1ccc(-c2ccc(F)cc2)o1 | 76* | 17 | x | -12 | -0.5 | 103 | 19 | 13 | -0.1 | 0
COC(=O)C1=C(c2ccccc2)C[C@@H]2CC[C@H]1N2C(=O)NCc1cccc2ccccc12 | -5 | -1 | 2 | 0 | -1.3 | 101 | -1 | 4 | 0.5 | -7
COC(=O)C1=C(c2ccc(Cl)c(C(F)(F)F)c2)C[C@@H]2CC[C@H]1N2C(=O)NC1CCCCC1 | 1 | -7 | 2 | -5 | 1.7 | 101 | -13 | 12 | 0.2 | 0
O=C(c1cc2cc(Br)ccc2[nH]1)N1CCC2(CC1)OCCO2 | -6 | 0 | -10 | 2 | -1.9 | 101 | 0 | 12 | -0.2 | -6
CCCCCn1c(=O)c(C(=O)Nc2ccccc2S(N)(=O)=O)c(O)c2ccccc21 | 2 | -7 | -7 | -14 | 2.6 | 96 | -2 | -5 | 2.5 | -13
COc1ccc(CC2c3cc(OC)c(OC)cc3CCN2C)cc1O (configuration not stated) | -2 | 2 | -2 | -7 | -0.2 | 101 | -9 | -4 | 0.1 | 26
CC12CC[C@H]3[C@@H](CCC4(O)C[C@H](O)CCC34/C=N/NC(=O)c3ccccc3O)C1(O)CCC2C1=CC(=O)OC1 (some centres not stated) | 4 | 32* | 1 | -19 | 6.1 | 95 | 2 | 29* | 0.0 | 2
CN(C)CP(=O)(O)CN(C)C=O | 0 | 2 | -8 | -6 | -2.4 | 81 | -4 | 5 | 0.1 | -3
O=C1/C(=C\c2ccc(Cl)c(Cl)c2)N2CCC1CC2 | 94* | 0 | 1 | -15 | 0.4 | 98 | 4 | -2 | -0.2 | 7
CCOC(=O)C1(CCc2ccccc2)CCN(Cc2cccc3cnccc23)CC1 | 9 | -6 | -12 | 14 | 3.2 | 88 | -6 | 0 | 0.7 | 4
CC1CCC2[C@@H](C)C(=O)OC3O[C@]4(C)CCC1C32OO4 (some centres not stated) | -6 | 2 | 2 | 6 | -1.4 | 100 | -2 | -5 | 2.6* | -3
Cc1cc(C(=O)CS(=O)c2ccc(F)cc2)cc(C)c1OC(=O)N(C)C (configuration not stated) | 1 | 1 | -1 | -11 | -3.7 | 97 | 2 | 3 | -0.1 | 5
O=C(C1c2ccccc2C(=O)N2CCc3ccccc3C12)N1CCC2(CC1)OCCO2 (configuration not stated) | -1 | -2 | 5 | -11 | -1.8 | 94 | 0 | 7 | -0.1 | 0
CCCCCn1c(N)c(C(=O)NCCN2CCOCC2)c2nc3ccccc3nc21 | 9 | 2 | -18 | -9 | -0.2 | 108 | 5 | -6 | 1.4 | -4
COC(=O)C1=C(c2ccccc2OCc2ccccc2)C[C@@H]2CC[C@H]1N2C(=O)NCc1cccc(C(F)(F)F)c1 | -1 | -8 | -1 | -2 | 0.4 | 97 | -4 | 9 | 0.4 | -3
CCOC(=O)C1=C(N)OC2=C(C(=O)CCC2)C12C(=O)Nc1ccccc12 (configuration not stated) | 3 | 0 | 7 | -13 | 0.3 | 97 | -3 | -2 | -0.2 | -12
COc1ccc(Br)cc1CNCCc1cccc(Cl)c1 | 76* | 0 | 5 | 0 | 1.8 | 99 | 6 | 5 | 0.3 | -7
CCN(CC)C(=O)c1ccc(NC(=O)CSc2nnnn2-c2cc(OC)ccc2OC)cc1 | 2 | 0 | 3 | -2 | -1.5 | 97 | -5 | 11 | 0.2 | -9
CCCCn1c(O)c(C=NCCCN(CC)CC)c(=O)[nH]c1=O | -2 | 0 | -6 | 1 | -1.3 | 107 | 0 | 0 | 0.0 | x
COC(=O)C1=C(c2ccc3ccccc3c2)C[C@@H]2CC[C@H]1N2C(=O)NC1Cc2ccccc2C1 | 1 | 2 | 1 | 6 | 0.0 | 96 | -5 | -4 | -0.1 | 37
CN1C(=O)/C(=C\c2ccc(N3CCCCCC3)cc2)C(=O)NC1=S | 16 | 5 | 3 | 0 | -1.1 | 159 | 5 | 5 | 0.1 | 9
Cc1cc(C(=O)N2CCC3(CC2)OCCO3)cs1 | 0 | 1 | -1 | -2 | -1.0 | 98 | -9 | 13 | -0.1 | 2
CCOP(=O)(OCC)c1ccc(OP(=O)(c2cccc([N+](=O)[O-])c2)c2cccc([N+](=O)[O-])c2)cc1 | -4 | 3 | -3 | 1 | -1.4 | 101 | 5 | 6 | 0.0 | -3
CC1=NN(Cc2c[nH]c3ccccc23)C(C)(C)C1 | 1 | 0 | 1 | -2 | -1.8 | 104 | 1 | -1 | -0.4 | x
O=C(C[n+]1ccn(CCCNP2(=O)C=C(c3ccccc3)OC(c3ccccc3)=C2)c1)c1ccccc1 | 18 | -1 | -3 | -11 | -1.2 | 78 | 21 | -13 | -0.5 | -6
O=C1C(=O)c2ccccc2-c2ccccc21 | 85* | -23 | 1 | 19 | -0.7 | 105 | 13 | -26 | -0.2 | 3&-14
COc1ccccc1NP1(=O)OCC(C)([N+](=O)[O-])CO1 (configuration not stated) | -4 | 0 | -3 | -14 | -0.4 | 96 | 4 | -4 | 0.2 | 31
c1cc2c(cc1C1OCC3C(c4ccc5c(c4)OCO5)OCC13)OCO2 (configuration not stated) | -4 | -5 | -8 | -5 | -2.7 | 116 | -1 | 0 | -0.4 | 1
Cc1ccc(NC(=O)c2ncn(CCCNCCN3CCOCC3)n2)cc1C | -4 | 3 | -3 | 4 | 2.5 | 96 | 11 | 6 | -0.1 | 1
C(#CCN1CCOCC1)COCC#Cc1ccccc1 | 3 | 0 | -6 | -3 | -0.7 | 104 | 6 | 6 | -0.1 | 4
COc1ccc(CN2Cc3cc(N4CCCCC4)ccc3-n3nncc3C2)cc1 | -3 | -3 | x | 2 | x | 94 | 2 | x | -0.3 | -2
CCC1CN1P(=O)(Oc1ccc(Cl)cc1)N1CC1CC (configuration not stated) | 2 | 0 | 0 | 2 | -2.3 | 97 | -3 | 3 | -0.3 | 9
COc1ccc(-n2nnnc2C(c2ccccc2)N2CCC3(CC2)C(=O)NCN3c2ccccc2)cc1 (configuration not stated) | -2 | 1 | x | -6 | x | 99 | 4 | x | 0.1 | -7
Cc1ccc([N+](=O)[O-])cc1 | 2 | 1 | -18 | -3 | 3.4 | 98 | -4 | -5 | 0.1 | -8
CC[C@@H](CO)NC(=O)[C@@H]1C=C2c3cccc4[nH]cc(c34)C[C@H]2N(C)C1 | 1 | 2 | 1 | 0 | -0.2 | 99 | -1 | -22 | 0.1 | -4
CC(=O)c1c(C)n(C2CCCCC2)c2ccc(O)cc12 | -8 | -17 | -3 | -2 | -0.4 | 108 | -4 | 13 | 1.2 | -9
Brc1ccccc1 | 9 | 3 | 3 | -15 | 0.5 | 107 | 1 | 7 | 0.2 | 12
COC(=O)C1=C(c2c(C)noc2C)C[C@@H]2CC[C@H]1N2C(=O)NC(C)C | 1 | 3 | -1 | -1 | -0.7 | 96 | -1 | 1 | 1.3 | -4
Cc1ccc(NC2=NCCCS2)c(C)c1C | -3 | 0 | 10 | 8 | -2.5 | 95 | -3 | 1 | 1.0 | x
Clc1ccc(CSC(Cn2ccnc2)c2ccc(Cl)cc2Cl)cc1 (configuration not stated) | 21 | -3 | 1 | 0 | 0.3 | 97 | -5 | 8 | 0.2 | -10
Cc1cc([N+](=O)[O-])c(Cl)cc1NC(=O)C(C)C | 2 | 0 | 1 | -10 | -0.3 | 101 | -6 | 11 | -0.1 | -2
Cc1ccc(-c2ccc(=O)n(CCC(=O)N3CCC4(CC3)OCCO4)n2)cc1 | 0 | 1 | 11 | -14 | 1.1 | 98 | 2 | 10 | 0.0 | -2

2 records picked at random from the list so far:
SMILES | Exocytosis inh | Glyco luc inh | TLR9-MyD88 block | NOD2-RIPK2 inh | MC4R barr agon | ABCB6 inh 2 | ABHD5 PLIN5 PPI | MC4R antagonist | aDG glyco up | Vif imaging
Clc1ccc(CSC(Cn2ccnc2)c2ccc(Cl)cc2Cl)cc1 (configuration not stated) | 21 | -3 | 1 | 0 | 0.3 | 97 | -5 | 8 | 0.2 | -10
COC(=O)C1=C(c2c(C)noc2C)C[C@@H]2CC[C@H]1N2C(=O)NC(C)C | 1 | 3 | -1 | -1 | -0.7 | 96 | -1 | 1 | 1.3 | -4

Just Exocytosis inh and ABHD5 PLIN5 PPI (two entries from above):
SMILES	Exocytosis inh	ABHD5 PLIN5 PPI
Brc1ccccc1	9	1
COC(=O)C1=C(c2c(C)noc2C)C[C@@H]2CC[C@H]1N2C(=O)NC(C)C	1	-1
